# Vif imaging: inhibitors of HIV Vif; HEK293T cells, Vif self-association by quenched fluorescence, imaging, 24 h; inhibition, % at 7.49 µM; actives 0.35% (n = 340,000); in the data active = inhibition above about 50%, passing the limit was not always enough; inconclusive = no clear call, values can overlap the other calls; inactive = below about 31%; also: some results filed as inactive read as strong as hits
# aDG glyco up: alpha-DG glycosylation activation | Pro5-aDG cells, alpha-DG glycosylation AlphaScreen (IIH6); 0% Pro5, 100% B10-LARGE cell signal | activation, % at 10 µM | actives 0.22% (n = 360,000);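 active = activation of at least 8% versus controls, or a plate z-score of at least 8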;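 also: Pro5 are CHO cells carrying HIG-tagged alpha-DG that lacks glycosylation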
# MC4R antag cAMP: blocks human MC4R cAMP signaling; P32245; MC4R-expressing cells, MTII-stimulated cAMP, LANCE TR-FRET; inhibition, % at 6.5 µM; actives 0.48% (n = 360,000);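 active = inhibition above its plate's cutoff, the mean of tested wells on that plate plus 3 SD, cut at about 29% in these data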;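 also: 0% = Melanotan II alone and 100% = Melanotan II plus saturating MCL0020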
#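 Assay system: U2OS-MC4R stable cell line; Also added: Melanotan II; Technique: Eu-cAMP/anti-cAMP TR-FRET, emission 671 nm; Times: 30-min compound, 1-h challenge, 1-h detection, room temperature.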
# N-glyco inh: blocks N-linked glycosylation in D54 reporter cells; AID 588692; actives 0.23% (n = 360,000); reporter increase, % at 12.5 µM; D54 ERlucT glycosylation luciferase reporter, 24 h; percent of 100 nM tunicamycin response;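 active = mean luciferase reporter signal, scaled so untreated is 0 and the glycosylation-blocking control 100, at or above a set limit in every replicate; inconclusive = mean reaches the limit but not every replicate does; inactive = mean below the limit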;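 also: luciferase carries N-glycosylation sites so blocking glycosylation raises the light; 0% = median of neutral control wells and 100% = median of 100 nM tunicamycin wells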
# HTR2A ag: mouse HTR2A agonism via beta-arrestin recruitment. AID 624169. CHO-K1 mHTR2A beta-arrestin complementation, luminescence; percent of 30 µM serotonin response. actives 0.66% (n = 360,000). activation, % at 7.6 µM;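 active = activation above a run cutoff, the mean activation of all tested compounds plus 3 SD, cut at about 14% in these data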;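 also: 0% = plate median of compound wells and 100% = 30 µM serotonin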
# Target sequence (P35363 whole entry, looked up): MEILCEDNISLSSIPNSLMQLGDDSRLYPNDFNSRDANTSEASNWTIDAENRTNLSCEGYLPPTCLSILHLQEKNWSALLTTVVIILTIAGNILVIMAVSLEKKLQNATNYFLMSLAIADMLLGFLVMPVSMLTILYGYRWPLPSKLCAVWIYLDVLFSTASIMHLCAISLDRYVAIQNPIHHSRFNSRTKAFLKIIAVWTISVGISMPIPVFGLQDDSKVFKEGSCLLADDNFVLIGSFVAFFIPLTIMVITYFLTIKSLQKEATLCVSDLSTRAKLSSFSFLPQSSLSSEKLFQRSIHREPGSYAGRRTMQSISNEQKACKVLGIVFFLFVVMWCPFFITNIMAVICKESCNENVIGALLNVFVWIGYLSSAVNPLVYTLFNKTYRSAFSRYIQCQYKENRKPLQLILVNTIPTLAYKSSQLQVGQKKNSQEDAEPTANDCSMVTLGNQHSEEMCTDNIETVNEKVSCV
# Cardio protect: modulators protecting cardiomyocytes from myocardial damage. protection from H2O2 cell death, % at 20 µM. H9c2 cardiomyocytes, H2O2 injury protection, ATPLite, 2 h. actives 0.63% (n = 360,000);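 active = compounds giving at least 50% protection of heart cells from peroxide-induced death in the single-dose screen, raw or plate-pattern-corrected value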;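 also: 0% = DMSO wells with peroxide and 100% = DMSO wells without peroxide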
# PDI inh: inhibitors of human protein disulfide isomerase | P07237 | PDI insulin aggregation turbidity, A650, 90 min | inhibition, % at 10 µM | actives 0.052% (n = 350,000) | AID 588391;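 active = mean inhibition across replicates of 30% or more, whatever share of single replicates reach that level; inconclusive = mean inhibition below 30% while every single replicate reaches 30%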;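 also: absorbance from insulin aggregation driven by PDI reduction with DTT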
# Target sequence (P07237 whole entry, looked up): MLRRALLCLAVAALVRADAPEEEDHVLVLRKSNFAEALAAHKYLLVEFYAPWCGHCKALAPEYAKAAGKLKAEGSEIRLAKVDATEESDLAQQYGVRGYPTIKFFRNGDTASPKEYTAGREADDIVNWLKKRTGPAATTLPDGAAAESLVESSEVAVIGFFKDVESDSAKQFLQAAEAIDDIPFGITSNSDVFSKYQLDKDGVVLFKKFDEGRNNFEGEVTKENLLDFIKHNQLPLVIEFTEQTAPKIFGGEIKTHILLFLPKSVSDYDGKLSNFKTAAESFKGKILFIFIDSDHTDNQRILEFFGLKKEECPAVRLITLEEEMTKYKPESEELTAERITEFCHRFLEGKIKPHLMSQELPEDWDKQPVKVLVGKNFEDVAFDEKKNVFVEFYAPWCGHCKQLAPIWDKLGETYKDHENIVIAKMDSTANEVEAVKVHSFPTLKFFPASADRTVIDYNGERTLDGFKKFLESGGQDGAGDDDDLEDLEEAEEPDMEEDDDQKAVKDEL
# CaV13 ICDI inh: Primary screen for inhibitors of IQ motif and Ca2+-dependent inactivation inhibitor domain binding in CACNA1D, Förster resonance energy transfer in living cells, …. actives 0.098% (n = 340,000). inhibition, % at 12.3 µM. AID 743397. HEK cells, CFP/YFP FRET ICDI-IQ, plate reader, 10 min; percent FRET-ratio fall versus neutral wells;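 active = mean replicate inhibition of at least 30% and at least 1% of replicates passing that level; inconclusive = only one of the two criteria is met; inactive = neither criterion is met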;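 also: 0% = median of the neutral control wells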
# ABCB6 inh 2: inhibitors of human ABC transporter ABCB6. Q9NP58. fluorescence ratio to DMSO, % at 10 µM. actives 0.19% (n = 360,000). K562-ABCB6 porphyrin accumulation, flow cytometry, 1 h; active compounds read low;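 active = fluorescence ratio to DMSO below 75%, the collection mean minus 3 SD; inconclusive = too few cells collected in the well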;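 also: signal is porphyrin accumulated inside mitochondria; 100% equals median channel fluorescence of DMSO control wells; lower ratio means ABCB6 inhibition with less porphyrin fluorescence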
# MC4R ag barr: human MC4R agonism via beta-arrestin | P32245 | U2OS MC4R beta-arrestin complementation, luminescence; percent of melanotan II response, DMSO zero | activation, % at 8.9 µM | actives 0.98% (n = 360,000);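 active = activation above a per-plate cutoff, the mean activation of sample wells on that plate plus 3 SD, cut at about 8% in these data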
# The depositor's hits bear a star; ? = inconclusive; . = no result given; & = joins results of further samples; ! = repeats disagree.
SMILES,Vif imaging,aDG glyco up,MC4R antag cAMP,N-glyco inh,HTR2A ag,Cardio protect,PDI inh,CaV13 ICDI inh,ABCB6 inh 2,MC4R ag barr
COc1ccc(CNC(=O)c2cc3c(=O)n4ccccc4nc3n(CC3CCCO3)c2=N)cc1 (stereo not drawn),-1,1.7,13,3,0,6,-8,-3,101,-1.6
COc1ccccc1NC(=O)Cn1c(=O)oc2cc(S(=O)(=O)N3CCCC3)ccc21,.,-0.1,-9,1,10,-13,-6,-8,98,-0.1
CC(NC(=O)CN(c1ccc(Cl)cc1)S(C)(=O)=O)c1ccccc1 (stereo not drawn),9,0.0,3,-1,0,-2,-6,-6,102,0.0
O=C(CSc1nc(-c2ccc(F)cc2)cs1)NC(=O)NCc1ccco1,-4,-0.1,11,1,-4,12,0,.,101,1.0
CSCCC(NC(=O)c1ccccc1)C(=O)NCc1ccco1 (stereo not drawn),6,-0.2,1,2,2,-2,4,-5,99,-0.3
CN1CCN(/N=C/c2ccc(OCc3ccccc3)cc2)CC1,-5,-0.2,12,-8,-7,-16,2,-4,104,-2.0
CC(C)CNc1c(N)c(=O)oc2ccccc12,-2,0.1,-5,-1,1,3,0,-6,101,-1.6
COC(=O)c1cc(S(=O)(=O)NCc2cccc(Br)c2)c[nH]1,-3,0.0,5,1,-7,-7,-5,-6,100,-1.0
COc1ccc(-c2nnc(SCc3nnc(-c4ccccc4)o3)n2C)cc1OC,-3,-0.1,13,1,-2,3,-2,-7,103,-2.0
O=C(OCCN1C(=O)c2ccccc2C1=O)C1CCN(S(=O)(=O)c2cccs2)CC1,7,-0.1,-2,-1,-2,0,-2,-5,87,-1.5
Cc1oc(-c2ccccc2Cl)nc1CN(Cc1ccccn1)C[C@@H]1CCC(=O)N1,1,0.0,8,1,-1,2,-8,-4,93,-1.7
COc1ccc(C(=O)N/N=C/c2ccc(OC)c(CN3CCN(c4ccc(F)cc4)CC3)c2)cc1,6,-0.4,4,-2,-7,22,3,-5,100,-1.1
CN(C(=O)C1CCC(=O)N(Cc2ccccc2F)C1)C1CCOCC1 (stereo not drawn),-6,-0.2,10,2,2,2,-4,-8,106,-3.7
CCOc1ccc2nc(N/C(N)=N/S(C)(=O)=O)nc(C)c2c1,9,0.1,-4,6,4,7,8,-4,97,2.1
COc1ccc(C(O)c2nc(-c3ccc4c(c3)OCO4)cs2)cc1 (stereo not drawn),-9,0.2,-6,-1,7,-5,-12,-11,101,-1.4
Cc1cc(C(=O)Nc2nc3c(s2)CCCC3)no1,-7,-0.3,0,-13,-1,-10,8,-3,94,-3.5
Cc1nc(N2CCN(S(=O)(=O)c3cccs3)CC2)c2c(-c3ccccc3)c(C)sc2n1,0,-0.1,9,-2,-3,34,10,-15,95,0.7
O=C(O)/C=C\C(=O)Nc1ccccc1C(=O)NC1CCCCC1,2,0.0,1,0,1,9,-2,-5,107,1.3
CCC(SCC(=O)OC)C(=O)Nc1nnc(C(C)C)s1 (stereo not drawn),-5,0.1,4,2,8,17,.,-3,101,1.0
CC(=O)Nc1cc(-c2ccc(N3CCN(C)CC3)cc2)cn2c(-c3cccc(C(C)=O)c3)cnc12,-7,-0.4,-1,-4,1,4,4,-8,117,5.7
C[C@H](CO)N1C[C@H](C)[C@@H](CN(C)C(=O)NC2CCCCC2)Oc2ccc(NC(=O)c3ccncc3)cc2C1=O,-2,0.0,11,2,-4,-2,-4,-6,98,-0.3
CCOc1cc(Cl)c(S(=O)(=O)NCc2cccnc2)cc1Cl,2,0.5,-3,-1,1,-8,-1,-3,106,-0.8
COc1ccc(C2CC2C(=O)c2ccccn2)cc1 (stereo not drawn),-2,0.2,5,-2,-2,-6,5,11,91,-0.5
CC1Cc2ccccc2N1C(=O)COC(=O)CCc1nc2ccccc2c(=O)[nH]1 (stereo not drawn),12,-0.1,0,2,-3,39,5,-5,82,-3.1
Cc1ccc(C)c2[nH]c(=O)c(CCNC(=O)CC(C)(C)C)cc12,.,0.1,0,2,-2,9,-6,-6,92,-1.9
# More records follow.
SMILES,Vif imaging,aDG glyco up,MC4R antag cAMP,N-glyco inh,HTR2A ag,Cardio protect,PDI inh,CaV13 ICDI inh,ABCB6 inh 2,MC4R ag barr
c1ccc(-c2cc3c(ccc4nonc43)nn2)cc1,.,0.2,6,2,-3,4,-11,-5,97,-0.4
CN(C)CCN(Cc1ccccc1)C(=O)[C@H](Cc1ccccc1)N1C(=O)c2ccccc2C1=O,?,0.0,-1,1,6,-2,0,-4,99,-0.8
COc1ccccc1N1CCN(C(=O)CN(Cc2ccccc2)S(C)(=O)=O)CC1,-5,0.0,1,1,0,2,4,-7,98,-0.3
Cc1cc(-c2nnc(SCC(=O)Nc3ccccc3C(F)(F)F)o2)c(C)n1-c1ccccc1,.,-0.1,2,-14,3,-10,-18,-1,101,-2.0
COC(=O)c1ccccc1NC(=O)c1sc(Cl)nc1C,2,0.4,16,0,1,-5,6,-5,99,-0.7
CCOc1ccc(C2N(c3ccc(OC)cc3)C(=O)C3CCCN32)cc1OC (stereo not drawn),1,-0.1,-3,-1,-6,5,.,-5,104,1.9
CC(OC(=O)c1cccc(NS(C)(=O)=O)c1)C(=O)Nc1ccc(N2CCOCC2)cc1 (stereo not drawn),16,-0.2,2,0,3,10,-4,-5,83,-2.6
Cc1csc(NC(=O)CCn2c(=O)oc3ccc(Cl)cc32)n1,-1,0.0,15,0,2,-1,-5,-4,100,-2.8
O=C(COC(=O)Cc1ccc(Cl)cc1)Nc1ccc2[nH]c(=O)[nH]c2c1,7,0.9,6,1,1,10,-3,-6,96,-3.1
N/C(=N\OC(=O)CCCc1ccccc1)c1ccc([N+](=O)[O-])cc1,3,1.7,5,7,-3,-6,-6,-4,99,-0.7
CCOC(=O)C1=C(C)NC(C)=C(C(=O)OCC)C1C(=O)OCC(=O)NC(C)C,5&16,-0.3&-0.4,18&6,0&1,7&2,57*!,-1&9,-7&2,104&91,0.5&0.5
CCn1cc(Br)c(-c2nc3ccccc3c(=O)n2N)n1,-3,-0.2,3,0,1,2,16,-7,96,-1.2
Cc1cc(C(=O)c2ccccc2)c(NC(=O)CN2CCOCC2)s1,35,-0.5,11,-3,1,0,20,-6,101,5.0
CC(C)OC(=O)c1ccc(Cn2nnc3ccccc3c2=O)cc1,-1,0.1,6,-1,-9,-6,0,-4,94,-0.1
CC(OC(=O)C1=COCCO1)C(=O)NC1(C#N)CCCCC1 (stereo not drawn),11,-0.1,-2,2,3,0,-11,-5,98,-1.9
Cc1ccccc1C(=O)NNC(=O)/C=C/c1ccccc1,11,0.0,0,4,7,1,-11,0,101,-3.8
CCOC(=O)[C@]12CCCC=C1N(Cc1ccc(Cl)cc1Cl)C(=O)[C@H](CC(=O)NCc1ccccc1)C2,.,-0.2,.,.,3,.,.,-2,102,.
CCN(c1cccc(C)c1)S(=O)(=O)c1csc(C(N)=O)c1,-8,0.1,15,-1,3,-6,-8,-18,101,0.5
CC(=O)c1ccc(OCC(=O)NCc2ccc(F)cc2)cc1,1,0.1,-7,1,2,7,-5,-6,87,-0.7
COc1ccc(CCNC(=O)c2ccc(NC(=O)CC3SC(N4CCCCC4)=NC3=O)cc2)cc1OC (stereo not drawn),-5,0.0,12,0,4,-1,1,-7,100,-0.4
O=C(NCCC1=CCCCC1)C1CCC(CNc2c(N3CCCCC3)c(=O)c2=O)CC1 (stereo not drawn),11,0.1,6,-1,2,-2,9,8,96,0.6
CC1(C)C(=O)Nc2ccccc2N1C(=O)COC(=O)COc1ccc(C#N)cc1,.,-0.1,23,-3,11,3,-2,-3,100,-0.3
CCN(CC)c1nc(Nc2ccccc2)nc(Oc2ccc(=O)[nH]n2)n1,-8,-0.3,-8,-2,-4,0,-5,-10,97,0.8
CCN(CC)CCOC(=O)c1cccc(Br)c1,1,0.0,-6,-1,-3,-2,12,.,99,-1.3
Cc1ccc(SCC(=O)Nc2ccc(F)cc2[N+](=O)[O-])cc1C,-1,0.1,4,-2,1,-20,-13,-5,103,0.6

# 2 successive entries from above:
SMILES,Vif imaging,aDG glyco up,MC4R antag cAMP,N-glyco inh,HTR2A ag,Cardio protect,PDI inh,CaV13 ICDI inh,ABCB6 inh 2,MC4R ag barr
c1ccc(-c2cc3c(ccc4nonc43)nn2)cc1,.,0.2,6,2,-3,4,-11,-5,97,-0.4
CN(C)CCN(Cc1ccccc1)C(=O)[C@H](Cc1ccccc1)N1C(=O)c2ccccc2C1=O,?,0.0,-1,1,6,-2,0,-4,99,-0.8

# Further results.
SMILES,Vif imaging,aDG glyco up,MC4R antag cAMP,N-glyco inh,HTR2A ag,Cardio protect,PDI inh,CaV13 ICDI inh,ABCB6 inh 2,MC4R ag barr
COc1ccccc1Nc1cc(C)nc2c(C)ccc([N+](=O)[O-])c12,6,-0.2,-2,1,1,-2,0,-2,96,3.3
O=c1c2c3c(sc2nc2n1CCCCC2)CCC3,-6,3.2,3,-1,9,1,6,-5,90,-0.8
CCCNC(=O)c1cc(C2CCCCN2C(=O)c2cc(F)ccc2C)on1 (stereo not drawn),-8,0.4,12,2,-2,1,-8,-8,89,-1.2
Cc1nc2nc(C)c(CCC(=O)N3CCN(c4ccccc4)CC3)c(C)n2n1,25,-0.1,5,3,4,-3,3,-5,101,-0.8
O=C1C=C(c2ccnc3cc(Cl)ccc23)C[C@@H](c2ccc3c(c2)OCO3)C1,-23,2.6,-3,-10,-6,-23,1,-5,88,-1.4
CN(C)c1nc(OCCNC(=O)COc2ccc(Cl)cc2Cl)nc(N(C)C)n1,-8,-0.1,4,-1,0,0,-2,-3,95,0.1
Cc1cccc(C)c1OCC(=O)NCC1CCCO1 (stereo not drawn),2,0.2,8,1,-4,2,2,-3,94,-3.3
CCNC1=C(Cl)C(=O)c2ccccc2C1=O,4,12*,-21,-7,-4,-21,16,-6,105,2.9
CCN(CC(=O)Nc1ccc(NC(C)=O)cc1)C(=O)c1cc(S(=O)(=O)N2CCCCCC2)ccc1OC,-10,0.1,4,1,6,0,1,-6,100,-1.6
COC(=O)c1[nH]c2c(c1C)C(=O)CC(c1ccc(OC)c(OC)c1)C2 (stereo not drawn),-5,0.2,-15,-1,4,-3,-2,-4,95,0.9
COc1ccc2c(c1)N1CCN=C1N2C,-2,0.1,1,-2,2,2,17,-5,104,-0.7
CCOC(=O)c1c(NC(=O)COC(=O)c2ccccc2NC)sc(C(=O)N(C)C)c1C,-13,1.0,25,-5,-4,8,-5,-5,102,-3.0
CC(CN1CCOCC1)OC(=O)c1cccc(Br)c1 (stereo not drawn),-16,-0.2,-5,2,-7,-5,9,.,97,-0.4
Cc1ccc(-c2nnn(CC(=O)N(c3ccc(F)cc3)C(C(=O)NC3CCCC3)c3ccncc3)n2)o1 (stereo not drawn),-6,0.3,15,1,2,-7,1,-3,102,-0.1
COC(=O)c1cnc(NNS(=O)(=O)c2ccc(Cl)cc2)nc1C(F)(F)F,.,0.0,-3,1,-3,0,-2,-5,96,-2.2
CSC1=NCCCN1C(=O)c1c(-c2ccccc2Cl)noc1C,-4,0.1,-2,2,2,1,0,-14,98,2.6
